Screens as filed in PubChem.
M. tuberculosis HTS = M. tuberculosis growth inhibition, HTS (AID 449762); M. tuberculosis H37Rv growth inhibition, 7H9 media; higher % means a stronger effect; inhibition, % at 25 µM, or IC50 in µM where a hit was titrated; hit rate 0.59% among 330,000; in the data active = a potency from the dose series; inconclusive = inhibition above about 70% without an active follow-up result;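 note: bacterial growth assessed after seven days of incubation; strong numbers were not always called active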
M. tuberculosis = growth inhibition of non-replicating M. tuberculosis (AID 488890) | Mycobacterium tuberculosis non-replicating, growth inhibition; higher % means a stronger effect | inhibition, % at 25 µM; hits with a dose series show IC50 in µM | hit rate 0.39% among 320,000; in the data active = a potency from the dose series; inconclusive = inhibition mostly from about 82% at the one dose, without a potency; inactive = the rest, 99 in 100 with inhibition below about 76%;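 note: plate controls were DMSO cells for no effect and high antibiotic wells for full effect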
Salmonella PhoP GFP = PhoP regulon inhibitors, Salmonella typhi PhoP promoter GFP reporter, confirmatory (AID 1850); Salmonella Typhi PhoP-promoter GFP reporter, fluorescence, 4 h; higher % means a stronger effect; hit rate 0.33% among 310,000; inhibition, % at 50 µM; hits with a dose series show IC50 in µM; in the data active = a potency from the dose series; inconclusive = inhibition mostly from about 25% at the one dose, without a potency; inactive = the rest, 99 in 100 with inhibition below about 19%;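 note: 0% = induced wells with vehicle and 100% = uninduced wells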
inhibitors of VEEV = inhibitors of VEEV TC-83 cytopathic effect, confirmation, Vero cells (AID 588727); Vero cells, VEEV TC-83 cytopathic effect inhibition; higher % means a stronger effect; inhibition, % at 20 µM, or IC50 in µM where a hit was titrated; hit rate 0.13% among 350,000; in the data active = a potency from the dose series; inconclusive = inhibition mostly from about 14% at the one dose, without a potency; inactive = the rest, 99 in 100 with inhibition below about 12%; note: strong numbers were not always called active
H1N1 NS1A inhibition = NS1A inhibition, H1N1 influenza, cell based functional assay (AID 504329) | NS1A functional cell-based assay, percent inhibition; higher % means a stronger effect | inhibition, % at 12.5 µM; hits with a dose series show IC50 in µM | hit rate 0.3% among 340,000; in the data active = a potency from the dose series; inconclusive = inhibition above about 27% without an active follow-up result; note: strong numbers were not always called active
inhibitors of VEEV 10K pilot screen = recorded beside inhibitors of VEEV, whose call it bears; inhibition, %; measured here: 10K pilot screen inhibition
Active calls of the source: *; i = inactive; ? = inconclusive; nt = not tested or not shown.

SMILES | M. tuberculosis HTS | M. tuberculosis | Salmonella PhoP GFP | inhibitors of VEEV | H1N1 NS1A inhibition | others
COCCCNC(=O)c1cc(=O)n(Cc2ccc(Cl)cc2)c2ccccc12 | 4% | 7% | -5% | 0.1% | 7%
CN(C)Cc1c(O)ccc2c(=O)c(-c3ccc(Cl)cc3)coc12 | 6% | 8% | -2% | 0.6% | -7%
CN(C(=O)C1CCCO1)c1nnc(-c2cnccn2)s1 (stereo unspecified) | -4% | -1% | -3% | 1.0% | -7%
COC(=O)[C@H](Cc1ccccc1)NC(=O)C1CCN(C(=O)[C@H](C)NS(=O)(=O)c2ccc(C)cc2)CC1 | -8% | 12% | -7% | 0.6% | -13%
CCc1[nH]nc2c1C(C(C)C)C(C#N)=C(N)O2 (stereo unspecified) | -8% | -5% | -6% | 4.4% | 5%
Cc1ccccc1CN(c1ccc(C(=O)N2CCc3ccccc3C2)cc1)S(C)(=O)=O | -19% | 5% | -1% | i | -2%
Cc1cc(CNC(=O)[C@H]2C[C@@H]2[C@H](NP(=O)(c2ccccc2)c2ccccc2)c2ccccc2)nn1C | 2% | 9% | 4% | nt | nt
CCOC(=O)Nc1ccc(S(=O)(=O)Nc2nc(C)cc(C)n2)cc1 | -8% | 10% | 2% | 2.8% | 0%
O=C(NCCc1ccc(Cl)cc1)c1cc(S(=O)(=O)N2CCCCC2)c[nH]1 | -6% | 41% | nt | 2.2% | -4%
COC(=O)CCc1c(C)nn(-c2ccccc2)c1C | -13% | -16% | -2% | 1.1% | 0%
c1cc2c3c(cccc3c1)NC1(CCCCC1)N2 | -9% | 8% | -13% | i | 4%
COC(=O)CN1C(c2cccc(Cl)c2)=Nc2ccc(Cl)cc2C1c1ccccc1 (stereo unspecified) | ? | 75% | -10% | 0.9% | -11%
CC(c1ccc(C(C)(C)C)cc1)S(=O)CC(O)CO (stereo unspecified) | -5% | -9% | 10% | 0.5% | -3%
CCn1c(NC(=S)Nc2ccccc2)nc2ccccc21 | ? | nt | 3% | 0.1% | 5%
CCOc1ccc(C2/C(=C(/O)c3ccc(F)cc3)C(=O)C(=O)N2CCCN(C)C)cc1 (stereo unspecified) | 1% | 6% | 3% | 0.3% | -5%
COC(=O)C1=C(c2ccc(OC(F)(F)F)cc2)C[C@@H]2CC[C@H]1N2C(=O)N1CCCC1 | -1% | 2% | nt | i | 9%
CC(C)(C#CC(O)(c1ccccc1)c1ccccc1)N1CCCC1 | 4% | -9% | -1% | 2.2% | 8%
N#C/C(=C\c1cc2c(cc1Br)OCO2)C(=O)NCC1CCCO1 (stereo unspecified) | 12% | 11% | 14% | 0.2% | 0%
Cc1c(C#N)c(N)nc2c3c(sc12)NC(=O)CC3c1ccccc1 (stereo unspecified) | 4% | -8% | -3% | i | -11%
Cc1ccnc(NS(=O)(=O)c2ccc(NC(=O)c3snnc3C)cc2)n1 | 0% | 8% | -4% | 0.5% | -2%
C=CC(=O)NCCCc1cc(C(C)(C)C)c(O)c(C(C)(C)C)c1 | 9% | -5% | -6% | i | 1%
Cc1[nH]c2ccc(OCc3ccccc3)cc2c1CCN1C(=O)OC(C)(C)C1(C)O (stereo unspecified) | -2% | 18% | 0% | 3.4% | 26% | inhibitors of VEEV 10K pilot screen=2.6
O=C1C2C3CCC(C3)C2C(=O)N1CNc1ccc(F)cc1 (stereo unspecified) | -15% | 4% | 4% | 2.0% | -5%
O=C(Nc1ccc(NC(=O)c2cccs2)cn1)c1ccco1 | -16% | 0% | -1% | 0.9% | 3%
CC(NC(=O)Cn1c(NCCO)nc2ccccc21)C1CC2CCC1C2 (stereo unspecified) | -5% | 15% | -4% | i | 13%

The closing five entries of the part before open the next one.
SMILES | M. tuberculosis HTS | M. tuberculosis | Salmonella PhoP GFP | inhibitors of VEEV | H1N1 NS1A inhibition | others
C=CC(=O)NCCCc1cc(C(C)(C)C)c(O)c(C(C)(C)C)c1 | 9% | -5% | -6% | i | 1%
Cc1[nH]c2ccc(OCc3ccccc3)cc2c1CCN1C(=O)OC(C)(C)C1(C)O (stereo unspecified) | -2% | 18% | 0% | 3.4% | 26% | inhibitors of VEEV 10K pilot screen=2.6
O=C1C2C3CCC(C3)C2C(=O)N1CNc1ccc(F)cc1 (stereo unspecified) | -15% | 4% | 4% | 2.0% | -5%
O=C(Nc1ccc(NC(=O)c2cccs2)cn1)c1ccco1 | -16% | 0% | -1% | 0.9% | 3%
CC(NC(=O)Cn1c(NCCO)nc2ccccc21)C1CC2CCC1C2 (stereo unspecified) | -5% | 15% | -4% | i | 13%
C/C(=N/NS(=O)(=O)c1cccc([N+](=O)[O-])c1)c1ccncc1 | -2% | -7% | -12% | 2.4% | -6%
CCN(C(=O)C(C)OC(=O)c1nn(-c2ccccc2C(F)(F)F)cc1O)c1ccccc1 (stereo unspecified) | -3% | -2% | nt | 4.9% | -19%
CCCOc1ccc(-c2nn(-c3ccccc3)cc2/C=C2\SC(N)=NC2=O)cc1C | -6% | -4% | -24% | 1.3% | -3% | inhibitors of VEEV 10K pilot screen=2.9
O=C(O)CCC(=O)NCCc1cccc(Cl)c1 | 4% | 4% | 2% | 1.3% | -17%
COc1ccc(CCNC(=O)NC23CC4CC(CC(C4)C2)C3)cc1 | ? | 37% | -2% | 1.1% | -1%
Cc1ccc(C(=O)N2CCCC(c3ccccc3)=N2)cc1 | 0% | 2% | -5% | 0.8% | -1%
CC(=O)N1CCc2cc(S(=O)(=O)CCC(=O)Nc3ccc(Cl)cc3F)ccc21 | 5% | -2% | -3% | i | -5%
COc1ccc2nc(NC(=O)CSc3nnc(-c4ccoc4C)n3C)sc2c1 | 4% | 0% | 1% | 3.5% | 3%
O=C(Nc1ccccc1C(=O)O)c1cccc(NC(=O)c2ccc(Br)o2)c1 | 7% | -7% | 6% | 0.6% | 9%
Nc1nn(-c2ccccc2)c(N)c1N=Nc1ccc2c(c1)OCO2 | 15% | 23% | -2% | 2.9% | 28%
Cc1ccccc1C(=O)NC1CCS(=O)(=O)C1 (stereo unspecified) | -2% | -8% | 3% | 0.4% | 0%
N#Cc1c(NC(=O)CSc2nc3ccccc3s2)sc2c1CCCC2 | -4% | -7% | -6% | 1.6% | 17%
Oc1ccccc1C1N=C(c2ccccc2)NC(c2ccccc2)=N1 | 8% | -6% | 8% | 1.3% | 0%
CCN(CC)C(=O)c1nc[nH]c1C(=O)N1CCN(C(=O)OC(C)(C)C)CC1 | 3% | 1% | nt | 0.5% | 11%
Nc1nnc(CCCCc2cccs2)o1 | nt | nt | nt | 0.7% | -11%
COc1ccc(C(=O)Nc2ccc(O)c3ccccc23)cc1OC | -9% | 63% | -21% | 6.6% | 2%
CC(C)Nc1nc(NC(C)C)nc(N(C)n2cnnc2)n1 | 2% | 22% | 3% | 0.8% | -4%
CC(Sc1nnc(CN2CCCC2)n1Cc1ccccc1)C(=O)Nc1ccccc1 (stereo unspecified) | -6% | 25% | nt | 1.9% | -5%
O=C(Cn1cnc(S(=O)(=O)N2CCCC2)c1)Nc1cccc(Br)c1 | 1% | 18% | -3% | 0.8% | -2%
COc1ccc(C2=NC(C(F)(F)F)(C(F)(F)F)c3c(n(C)c(=O)n(C)c3=O)N2)cc1 | -1% | -5% | -9% | i | 1% | inhibitors of VEEV 10K pilot screen=0.6
CC(=O)c1ccc(NC(=O)c2ccn[nH]2)cc1 | -8% | -11% | -3% | i | -1%
CC(=O)Nc1ccc(NC(=O)c2cc(-n3cnnc3)ccc2Cl)cc1 | -2% | 7% | 6% | 7.8% | 14%
CC/C(=N\NC(=S)Nc1cccc(C)c1)c1ccccc1 | 5% | ? | -2% | 1.4% | 5%
Cc1cc(NS(=O)(=O)c2ccc(NC(=O)COc3ccc(Cl)cc3Cl)cc2)no1 | -5% | 74% | -5% | i | 9%
CC(=O)N1N=C(c2ccc3ccccc3c2)OC12CCCC2 | 1% | -2% | 3% | 2.9% | -3%
Remaining list, next part.
SMILES | M. tuberculosis HTS | M. tuberculosis | Salmonella PhoP GFP | inhibitors of VEEV | H1N1 NS1A inhibition | others
COc1ccc(CNC(=O)C(=O)NCCC2CCCCN2S(=O)(=O)c2ccc(C)cc2)cc1 (stereo unspecified) | 32% | 17% | -1% | 0.2% | -6%
CCOC(=O)n1c(=O)n(Cc2ccccc2C)c2ccccc21 | 1% | 16% | -5% | 0.8% | 4% | inhibitors of VEEV 10K pilot screen=0.2
CCc1ccc(OCC(=O)N2CCN=C2c2ccccc2)cc1 | 8% | 3% | 0% | 2.0% | 5%
COC(=O)c1c(N)sc(C(=O)NCCc2ccccc2)c1C | 0% | 8% | 1% | 0.9% | -7%
CC(O)CNCc1ccc(Cl)cc1Cl (stereo unspecified) | 6% | -20% | -6% | i | 0%
O=C1c2ccccc2NC2(CCCCC2)N1c1ccc(O)cc1 | -1% | -11% | -4% | i | -1%
CCc1nc2ccccc2c(C(=O)OCC(=O)N(C)Cc2ccccc2)c1C | 2% | 11% | nt | 7.7% | 0%
COc1c(F)c(F)c(-c2csc(N)n2)c(F)c1F | 16% | 36% | 8% | 1.5% | 1%
CC(C)c1nc2oc3c(N4CCNCC4)ncnc3c2c2c1CCC2 | nt | nt | nt | 0.3% | 19%
O=C1[C@H](Cc2ccccc2)NCCCC[C@H](c2ccc(Cl)cc2)N1Cc1ccc(Cl)cc1 | nt | nt | nt | i | 1%
COc1cc(NC(=O)CCCc2c[nH]c3ccccc23)cc(OC)c1 | 8% | -11% | -7% | 2.3% | 6%
CC(C)[C@H](NC(=O)c1ccc(F)cc1)C(=O)N(C)Cc1cccs1 | 4% | 5% | nt | 2.3% | -9%
Cc1cccc(C)c1NC(=O)CNC(=O)c1cnccn1 | 2% | -6% | nt | 0.1% | -4%
COc1ccccc1OCCCn1cc(C(=O)c2ccco2)c2ccccc21 | 1% | 39% | -2% | 7.8% | 10%
COC(=O)c1cccc(NC(=O)c2cccnc2C(=O)O)c1C | -13% | -9% | 6% | i | 1%
N#Cc1ccc(C(=O)OCC(=O)N2CCN(C(=O)c3ccco3)CC2)cc1 | 2% | -7% | nt | 0.4% | -23%
Cc1cccc(/C=C2\Sc3ccc(C(=O)N4CCOCC4)cc3N(C)C2=O)c1 | 50% | 60% | 6% | 4.5% | 8%
C[N+](C)(C)CCCCCCC(=O)/C=N/O | 1% | 17% | -6% | 0.4% | -12%
O=C(CCCc1c[nH]c2ccccc12)NCc1ccccc1F | 9% | 19% | -1% | 1.1% | -6%
CC(C)(C)NC(=O)C(c1cccs1)N(CC1CCCO1)C(=O)Cn1nnc(-c2cccs2)n1 (stereo unspecified) | -9% | 18% | 4% | 0.6% | -6%
CCCCc1nc2sc3c(=O)n(N)cnc3c2c2c1CCCC2 | 8% | 25% | -10% | i | -2%
COC(=O)[C@@]12CCCCN1[C@H](c1ccc(-c3cccc(Cl)c3)c(OC)c1)[C@@H]1C(=O)N(C)C(=O)[C@@H]12 | 7% | -12% | -29% | 3.4% | -2%
CCOC(=O)N/N=C\c1ccc(-c2cc(Cl)ccc2Cl)o1 | -3% | 10% | 1% | 1.6% | 0%
Cc1ccccc1-n1c(O)c(/C=C2/C(c3ccccc3)=Nc3ccccc32)c(=O)[nH]c1=O | 10% | 37% | -5% | 3.0% | 9%
COC(=O)C(O)(c1c[nH]c2ccccc12)C(F)(F)F (stereo unspecified) | -19% | -1% | -12% | 3.4% | 16%
Carrying on:
SMILES | M. tuberculosis HTS | M. tuberculosis | Salmonella PhoP GFP | inhibitors of VEEV | H1N1 NS1A inhibition | others
COc1ccc(C2(C(=O)c3ccccc3)C(=O)c3ccccc3C2=O)cc1 | -10% | ? | -9% | 0.2% | 10%
CC(=O)c1ccc(NC(=O)CSc2nc3nn(-c4ccccc4)c(=O)c-3c3n2CCCCC3)cc1 | nt | nt | nt | 9.0% | -10%
Cc1ccc(OC(=O)C23CC4CC(CC(C4)C2)C3)c(C)n1 | 1% | 4% | -2% | i | 14%
COc1ccc(CN=CC2=C(O)CC(C)(C)CC2=O)cc1 | 1% | 2% | -4% | 1.5% | -5%
Cc1ccc(CNC(=O)Cc2ccc(NC3=NC4CS(=O)(=O)CC4S3)cc2)cc1 (stereo unspecified) | 4% | -39% | -3% | i | 4% | inhibitors of VEEV 10K pilot screen=0.6
CCn1nnc2cc(C(=O)Nc3ccc(C(=O)OC(C)C)cc3)ccc21 | ? | ? | nt | 1.7% | -16%
CCOC(=O)CNC(=S)N(CCCN1CCCCC1)Cc1cccs1 | -1% | 2% | -7% | 0.5% | -2%
O=S(=O)(NCC(O)c1ccccc1)c1ccc(-c2ccccn2)s1 (stereo unspecified) | 4% | -1% | 2% | i | -24%
COc1ccc(CCNC(=O)c2ccccc2NC(=O)CN2CCN(c3ccccc3O)CC2)cc1 | nt | nt | nt | 8.1% | -16%
CC(NC(=O)CCSCCC(=O)NC(C)c1ccccc1)c1ccccc1 (stereo unspecified) | 15% | 21% | 8% | 1.1% | -3%
